Assay outcomes as filed in PubChem BioAssay.
Lipid storage S3 = qHTS Assay for Lipid Storage Modulators in Drosophila S3 Cells; actives 0.64% (n = 320,000); Potency in µM for hits, for the others lipid storage change, negative = inhibition, % at the top dose, mostly 46.1 µM; Drosophila S3 cells, BODIPY lipid droplet fluorescence, 18-24 h; cells fed with added oleic acid; AID 2685, 2010; active = well fitted inhibition curve with a large enough effect in the signal ratio, with a control signal flat, not every such curve was filed as active; inconclusive = small, poorly fitted or top-dose-only effect, or effect the other way, or a change in a side signal; the % refers to the signal ratio
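Drosophila S3 cells loaded with oleic acid (400 uM, as added) and compounds at several concentrations; lipid droplets imaged by 488-nm laser-scanning cytometry, 500–530 nm intensity and object ratio to cell channel. Percent activity normalized to 20 uM Triacsin C.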
Lipid storage S3 cell count max = recorded beside Lipid storage S3, whose call it bears; cell number change, %; measured here: cell count max response;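 cells counted by Cell Tracker Red CMTPX staining in the red channel; peak over a dose series mostly up to 46.1 µM; percent activity relative to internal control wells on each plate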
Active calls of the source: *; i = inactive; ? = inconclusive; · = not tested or not shown. % is scaled to controls: 0 for no effect and ±100 for the full control effect; potency is read from the fitted curve at half-maximal effect. An excerpt, so the mix of outcomes need not match the whole.

SMILES	Lipid storage S3	Lipid storage S3 cell count max
C=CCn1c(COc2cccc(C)c2)nnc1SCC(=O)NC(=O)NCc1ccco1	?	·
O=C1NC(=O)c2cc([N+](=O)[O-])cc3cccc1c23	i	-1
CCOC(=O)C1CCN(c2ncnc3c2c(-c2ccccc2)cn3-c2ccc(C)cc2)CC1	4%	·
COc1ccc(-c2cc(C(=O)N3CCOCC3)c3cc(C)ccc3n2)cc1	1%	14
COc1ccc2nc(Nc3ccc4c(c3)OCO4)sc2c1	?	·
COc1ccc(NC(=O)/C=C/c2ccc3c(c2)OCO3)cc1	-4%	-1
N#Cc1ccc(OCC(=O)Nc2cc(S(=O)(=O)N3CCCCC3)ccc2N2CCCCC2)cc1	27%	12
CSc1cccc(NC(=O)C2CC(=O)N(Cc3ccccc3)C2)c1 (centres undefined)	6%	8
O=C(COC(=O)CC1CCCC1)Nc1ccccc1[N+](=O)[O-]	?	·
O=C(Nc1ccc(Oc2ccccc2)nc1)C1CCCCN1Cc1ccc(OCCO)cc1 (centres undefined)	91%	-11
COc1ccccc1NC(=O)Cn1nc(C)n2cccc2c1=O	i	-1
O=C(CN1CCSC1=NCc1ccccc1)c1ccc(Cl)cc1	-17%	-6
O=C(Nc1ccccc1C(=O)OCC(=O)N1CCc2ccccc2C1)c1ccco1	?	·
CC1CCN(C(=O)CSc2nnc(N)s2)CC1	i	-10
O=C(Cn1cnc([N+](=O)[O-])n1)N/N=C/c1cccc(Cl)c1	1%	8
CCC(=O)N1CCc2cc(Br)cc(S(=O)(=O)CCC(=O)NCCc3ccccc3)c21	?	·
CCOC(=O)C1CCN(c2cc3c(cc2NC(=O)c2cc(OC)ccc2Br)n(C)c(=O)n3C)CC1	?	·
NC(=O)c1cc(-c2csc(NCCc3ccccc3)n2)ccc1O	-25%	8
Cc1nc2c(-c3ccccc3)c(C)nn2c(C)c1CCC(=O)NC(C)CCc1ccco1 (centres undefined)	-9%	-1
Cc1c(NC(=S)Nc2ccccc2)c(=O)n(-c2ccccc2)n1C	?	·
CCC1CCCCN1CCCNC(=O)c1ccc(CS(=O)(=O)c2ccc(Br)cc2)o1 (centres undefined)	?	·
CCc1cc(C(=O)N=Nc2c(O)[nH]c3c(Br)cc(Br)cc23)c2ccccc2n1	?	·
COc1ccc(NC(=O)CN(C)C(=O)Cc2ccc(-c3ccccc3)cc2)cc1	?	·
Cc1ccc(C(NC(=O)N2CCN(C)CC2)C(Cl)Cl)cc1F (centres undefined)	-12%	-23
Fc1ccc(NC(=S)Nc2cccc3cnccc23)cc1	?	·

(next part)
SMILES	Lipid storage S3	Lipid storage S3 cell count max
Cc1nn(C)c(C)c1CNC(=O)Nc1cccc(Cl)c1	-6%	-8
COc1ccccc1CNC(=O)CN1CCC(n2cnc3cc(F)ccc32)CC1	19%	1
Cc1ccnc(Nc2nc3ccccc3o2)n1	i	20
CC(=O)c1ccc(N2C(=O)C3C4C=CC(CC4)C3C2=O)cc1 (centres undefined)	?	·
CCCN(C(=O)c1cccs1)c1nnc(-c2ccncc2)s1	?	·
CC1CCCN(CC(O)COc2ccc3c(c2)OCO3)C1 (centres undefined)	0%	5
Nc1c(C(=O)Nc2ccccc2F)sc2nc(-c3cccnc3)ccc12	2%	-18
Cn1c(=O)c2c(nc3n2CC(COc2ccc(Cl)cc2)O3)n(C)c1=O (centres undefined)	i	-3
OCC1(Cc2ccccc2C(F)(F)F)CCN(Cc2ccc3c(c2)CCO3)CC1	?	·
CCCOc1ccc(/C=N/NC(=O)CN(c2ccc(OCC)cc2)S(C)(=O)=O)cc1	9%	8
NC(=O)N1CCC2(CC1)NC(=O)N(c1ccccc1)N2	?	·
COc1cccc(OCCNC(=O)Nc2cc(F)c(F)cc2Cl)c1	?	·
COc1ccc2c(c1)Cc1sc(NC(=O)c3ccccc3)nc1-2	?	·
COc1ccc(CC(=O)Nc2ccc(S(=O)(=O)Nc3nc(C)cc(C)n3)cc2)cc1	?	·
CC1CC(C)(C)NC(=S)N1CCC(=O)N1CCN(c2ccccc2)CC1 (centres undefined)	?	·
CC(C)c1ccc(NC2CCCN(C(=O)c3cccc4nccnc34)C2)cc1 (centres undefined)	i	10
COCCOC(=O)c1c(C)oc2ccc(OC(=O)c3ccco3)cc12	?	·
O=C(CCCCN1CCCCC1)c1ccc2c(c1)Cc1ccccc1-2	?	·
N=c1n(CC(=O)c2ccc([N+](=O)[O-])cc2)c2ccccc2n1Cc1ccccc1Cl	-8%	·
COc1ccc(-c2nn(CCC#N)cc2C(=O)Nc2cccc(C(=O)O)c2)cc1OC	?	·
COCc1ccc(C(=O)N2CCc3c([nH]c4ccccc34)C2c2ccccn2)s1 (centres undefined)	-3%	1
CC(C)C(OC(=O)CN1C(=O)c2ccccc2C1=O)C(=O)NC1CCCC1 (centres undefined)	2%	5
O=C(c1ccc(Cl)cc1)C1CCN(C(=O)C2CC2)CC1	-11%	-21
Cc1ccc(/C=N/N2CCN(c3ccc(Cl)cc3)CC2)o1	8%	-20
CCOC(=O)c1sc(NC(=O)CSc2nnc(C(C)C)n2C)nc1C	?	·

Next section
SMILES	Lipid storage S3	Lipid storage S3 cell count max
CCc1cc(CNC(=O)c2ccc(OC)c(OC3CCN(C(C)C)CC3)c2)on1	?	·
CN1CC(=O)N(CC(=O)NCCc2ccc(F)cc2)c2ccccc2C1=O	15%	10
CSCCC(NC(=O)OC(C)(C)C)C(=O)NC(CC(C)C)C(N)=O (centres undefined)	4%	14
CNc1ccccc1NC(=O)C1CCCN1C(=O)OCc1ccccc1 (centres undefined)	?	·
Cn1c(N)c(C(=O)Nc2ccc3ccccc3c2)sc1=S	15%	-3
CCC(C)(C#CCN1CCCCC1)OC(C)=O (centres undefined)	?	·
CC1(C)NC(=O)N(CC(=O)OCC(=O)c2ccc(F)cc2)C1=O	?	·
CCN(CC)CCCNC(=O)c1cc(-c2cccc(Cl)c2)on1	?	·
CCn1c(SCC(=O)Nc2sc3c(c2C(N)=O)CCC(C)C3)nnc1-c1ccco1 (centres undefined)	-18%	3
COc1nonc1NC(=O)CSc1nc2ccccc2[nH]1	?	·
Nc1c(N)c2ccccc2oc1=O	?	·
O=C1CCC(C(=O)Nc2cc(C(F)(F)F)ccc2-n2cncn2)=NN1	-6%	-2
O=c1[nH]c(=S)[nH]c2c1C(c1ccc(Br)cc1)c1c([nH]c(=S)[nH]c1=O)O2	?	·
O=C(NCCN1CCOCC1)c1cc(Sc2ccccc2Cl)nc2ccccc12	-1%	5
Nn1c(SCc2cc([N+](=O)[O-])cc3c2OCOC3)nnc1-c1cccnc1	?	·
CC(=O)c1cccc(NC(=O)CSCc2ccc(Br)cc2)c1	21%	16
Cc1ccc(N(CC(=O)Nc2ccc3c(c2)OCCO3)S(=O)(=O)c2c(C)n[nH]c2C)cc1	6%	-28
Cc1ccc(-c2csc(NC(=O)CCCc3cccs3)n2)cc1	?	·
CCOC(=O)c1cc(CC)sc1NC(=O)COC(=O)c1ccccn1	?	·
CN(Cc1ccon1)C(=O)CC1C(=O)NCCN1Cc1ccc(F)c(F)c1 (centres undefined)	?	·
CCOc1ccc(S(=O)(=O)N2CCCCC2)cc1NC(=O)CN1CCCC1c1cccs1 (centres undefined)	?	·
CN(CC(=O)N1CCCC1)S(=O)(=O)c1ccc2ccccc2c1	-10%	21
CC1=CC(C)(C)N2C(=O)C3(C(C#N)=C(N)OC4=C3C(=O)CC(C)(C)C4)c3cccc1c32 (centres undefined)	?	·
Cc1c(NS(=O)(=O)c2ccc(NCC3CCCO3)c([N+](=O)[O-])c2)c(=O)n(-c2ccccc2)n1C (centres undefined)	?	·
Cc1cc(C[n+]2ccccc2)c2nsnc2c1	?	·

Record cards, as listed above.
Profile of CSCCC(NC(=O)OC(C)(C)C)C(=O)NC(CC(C)C)C(N)=O (centres undefined) = Lipid storage S3 = 4%; Lipid storage S3 cell count max = 14
Profile of COc1nonc1NC(=O)CSc1nc2ccccc2[nH]1 = Lipid storage S3 = ?; Lipid storage S3 cell count max = ·

Other records follow.
SMILES	Lipid storage S3	Lipid storage S3 cell count max
O=C(c1ccc(F)cc1)c1ccc(-c2ccc(F)cc2)nc1	21%	13
CCOCCOC(=O)COC(=O)c1ccccc1NC(=O)c1ccccc1	i	-7
Cc1ccc(-c2nc(CN3CCCCC3c3cccc(F)c3)c(C)o2)o1 (centres undefined)	25%	16
CCOC(=O)Cn1c2ccc(F)cc2c2nc(C)sc21	-3%	-8
Cc1sc[n+](CC(=O)c2ccc(Br)cc2)c1C	14%	-9
C/C(=N\NS(=O)(=O)c1ccc(Cl)c([N+](=O)[O-])c1)c1cc2ccccc2o1	?	·
CN(C)S(=O)(=O)c1ccc(-n2cccc2)cc1	i	-7
Brc1ccc(-c2ccc(C3Nc4cccc5cccc(c45)N3)o2)cc1	?	·
O=C(COc1ccccc1Br)N1CCN(c2ccccc2)CC1	?	·
COc1ccccc1Nc1nc2ccccc2n2cnnc12	6%	-4
Cc1ccc(-n2c(=O)[nH]c3c(C(N)=O)nc(C(C)C)nc32)cc1	1%	3
CCOC(=O)c1ccc(N2Cc3ccccc3C2=NC(=O)c2ccncc2)cc1	0%	16
Cc1ccc(S(=O)(=O)NC(=O)COc2ccccc2)cc1	-19%	-4
Cc1ccc(Cn2nnc3c(=O)n(CC(=O)NCc4ccc5c(c4)OCO5)cnc32)cc1	13%	0
CS(=O)(=O)N(CC(=O)NC1CCCCC1)Cc1ccc(F)cc1	13%	25
Cc1nc(N2CCN(c3ccccn3)CC2)c2c(C)c(C(=O)N3CCN(c4cccc(Cl)c4)CC3)sc2n1	?	·
C[C@@H](C(=O)NCCc1ccccc1)N1C(=O)N2CCc3c([nH]c4ccccc34)[C@@]2(C)C1=O	?	·
O=S(=O)(c1cc(Cl)ccc1Cl)N1CCN(c2ccccn2)CC1	?	·
O=C(CN1C2=NCCCN2c2ccccc21)c1ccc2c(c1)OCO2	?	·
C=CCN1C(=O)C(CC(=O)O)SC1=Nc1cccc([N+](=O)[O-])c1 (centres undefined)	34%	·
CCOC(=O)c1c(S(=O)(=O)NCC(=O)N2CCN(c3ccccc3OC)CC2)c(C)n(C)c1C	?	·
COc1cc(Cl)c(C)cc1NC(=O)CCN1C(=O)NC(C)(C)C1=O	?	·
CC(=O)N(C)c1ccc(OCC(O)CN(Cc2ccco2)S(=O)(=O)c2ccc(C)cc2)cc1 (centres undefined)	?	·
CCOC(=O)c1ccc(Oc2nc(N(C)C)nc(N3CCOCC3)n2)cc1	?	·
CCN(CC)C(=O)C1=C(C)NC(=S)NC1c1ccc(C)s1 (centres undefined)	i	12

2 records drawn at random from those above:
SMILES	Lipid storage S3	Lipid storage S3 cell count max
COc1cc(Cl)c(C)cc1NC(=O)CCN1C(=O)NC(C)(C)C1=O	?	·
CN(C)S(=O)(=O)c1ccc(-n2cccc2)cc1	i	-7

(further entries)
SMILES	Lipid storage S3	Lipid storage S3 cell count max
O=C(Nc1cc2cc([N+](=O)[O-])ccc2oc1=O)c1cccs1	?	·
Cc1cccc(Cn2c(N3CCN(C)CC3)nc3c2c(=O)[nH]c(=O)n3C)c1	?	·
CC(=O)c1c(C)[nH]c(C(=O)OCC(=O)Nc2ccc(C)cc2[N+](=O)[O-])c1C	?	·
Nc1nnc(N)c2ccccc12	?	·
CC(C(=O)Nc1ccc(S(=O)(=O)N2CCCC2)cc1)N1CCc2ccccc2C1 (centres undefined)	?	·
Cc1ccc(C(=O)Cn2cncn2)cc1	-16%	-26
CN(C)S(=O)(=O)c1cccc(COc2cccnc2[N+](=O)[O-])c1	?	·
O=C(CCC1CCCN(C(=O)c2ccncc2)C1)NCc1ccc(F)c(F)c1 (centres undefined)	-6%	-7
O=C(O)c1ccc(-c2ccc(OS(=O)(=O)c3ccccc3F)cc2)cc1	?	·
Nc1nc2c(c(=O)[nH]1)C(c1ccccc1)C1=C(N2)c2ccccc2C1=O (centres undefined)	16%	·
O=C(O)CC(NC(=O)c1ccncc1)c1ccccc1 (centres undefined)	-17%	0
CC1C(=O)N2CCCc3cc(NC(=O)COc4ccc(Cl)cc4)cc1c32 (centres undefined)	?	·
COc1cccc(NC(=O)NC2CCCCC2C)c1 (centres undefined)	?	·
Cc1ccc(-c2nsc3c(N4CCN(C(=O)c5ccco5)CC4)ncnc23)cc1	4%	8
CCOC(=O)CC1=C(C(=O)OCC)C(c2ccncc2)C(C#N)=C(N)O1 (centres undefined)	?	·
O=C(COC(=O)CC1CC2CCC1C2)Nc1cccc(S(=O)(=O)NC2=NCCCCC2)c1 (centres undefined)	2%	-6
COc1cc(C=O)cc(Br)c1OCC(N)=O	?	·
COc1ccccc1C(=O)NC(CCSC)C(=O)OCC(=O)NC(=O)NCc1ccco1 (centres undefined)	?	·
COc1ccc(OCC(=O)OCCN(C)C)cc1	?	·
COc1ccc(S(=O)(=O)Nc2c(C)nc3nc(C)[nH]n3c2=O)cc1	?	·
CC(C)(CNC(=O)c1cc(=O)[nH]c2ccccc12)N1CCOCC1	?	·

4 compounds from above, arranged by molar mass, smallest number first:
SMILES	Lipid storage S3	Lipid storage S3 cell count max
COc1ccc(OCC(=O)OCCN(C)C)cc1	?	·
COc1cc(C=O)cc(Br)c1OCC(N)=O	?	·
O=C(CCC1CCCN(C(=O)c2ccncc2)C1)NCc1ccc(F)c(F)c1 (centres undefined)	-6%	-7
O=C(COC(=O)CC1CC2CCC1C2)Nc1cccc(S(=O)(=O)NC2=NCCCCC2)c1 (centres undefined)	2%	-6
